STEP inh – STEP (human) phosphatase inhibition; recombinant STEP, OMFP fluorogenic substrate, fluorescence; inhibition, % at 20 µM; 0.25% of 360,000 active;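 active = inhibition at 20 µM, scaled per plate between control wells, above about 37%, limit read from the data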;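 note: 0% = DMSO with enzyme and substrate and 100% = substrate only without enzyme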
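Also added – OMFP at 25 µM · Test system – STEP tyrosine phosphatase · Technique – FITC-channel fluorescence of OMFP product · Schedule – 20 min at room temperature, dark · Evaluation – control-normalized % inhibition with plate pattern correction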
DNMT1 block – inhibitors of human DNMT1; DNMT1 molecular beacon, Hinp1I cleavage, fluorescence; inhibition (reported as % activation of signal), % at 10 µM; 0.83% of 360,000 active; in the data active = inhibition above about 50%
Target sequence (P26358 504-1616 limits assumed): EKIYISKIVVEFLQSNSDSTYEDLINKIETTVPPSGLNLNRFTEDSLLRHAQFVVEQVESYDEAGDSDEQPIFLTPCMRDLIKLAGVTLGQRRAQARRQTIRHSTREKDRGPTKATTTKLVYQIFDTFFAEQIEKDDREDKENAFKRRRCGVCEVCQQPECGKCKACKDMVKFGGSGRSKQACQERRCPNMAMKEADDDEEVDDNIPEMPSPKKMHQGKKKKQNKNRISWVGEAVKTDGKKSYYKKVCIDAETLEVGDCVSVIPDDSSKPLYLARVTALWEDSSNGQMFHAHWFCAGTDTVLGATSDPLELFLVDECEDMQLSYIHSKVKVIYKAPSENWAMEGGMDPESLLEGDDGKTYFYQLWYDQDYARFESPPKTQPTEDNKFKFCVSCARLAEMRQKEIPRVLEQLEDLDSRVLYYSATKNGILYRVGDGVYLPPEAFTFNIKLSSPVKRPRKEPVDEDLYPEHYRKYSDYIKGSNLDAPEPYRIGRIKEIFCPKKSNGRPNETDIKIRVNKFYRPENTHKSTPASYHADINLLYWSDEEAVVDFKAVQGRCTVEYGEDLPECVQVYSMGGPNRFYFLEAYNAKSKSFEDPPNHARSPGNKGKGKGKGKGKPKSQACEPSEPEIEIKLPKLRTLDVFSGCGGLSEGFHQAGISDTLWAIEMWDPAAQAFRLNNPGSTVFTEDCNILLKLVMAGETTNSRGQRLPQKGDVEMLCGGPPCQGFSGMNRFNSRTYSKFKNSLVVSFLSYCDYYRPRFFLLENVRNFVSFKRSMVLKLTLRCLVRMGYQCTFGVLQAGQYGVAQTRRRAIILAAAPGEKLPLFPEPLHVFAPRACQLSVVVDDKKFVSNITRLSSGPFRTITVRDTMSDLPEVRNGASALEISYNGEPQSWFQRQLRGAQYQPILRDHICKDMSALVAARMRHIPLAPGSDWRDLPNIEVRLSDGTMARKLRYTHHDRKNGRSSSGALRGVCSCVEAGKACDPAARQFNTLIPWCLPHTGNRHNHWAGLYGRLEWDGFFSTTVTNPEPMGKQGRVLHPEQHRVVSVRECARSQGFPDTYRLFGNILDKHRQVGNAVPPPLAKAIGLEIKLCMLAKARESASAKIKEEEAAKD
LMPTP inh – blocks human LMPTP phosphatase; 0.22% of 360,000 active; recombinant LMPTP-A, OMFP fluorogenic substrate, fluorescence intensity; inhibition, % at 20 µM; P24666;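 active = compounds that cut the enzyme signal by at least half of the control window in the single-dose screen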;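 note: plate controls were DMSO wells with enzyme plus substrate for no effect and substrate without enzyme for full effect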
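Test system – LMPTP-A enzyme · Amount – LMPTP-A at 0.625 nM final in the reaction · Buffer or medium – Bis-Tris pH 6.0, DTT, detergent · Reagent – OMFP 400 µM · Doses – single 20 µM dose · Schedule – reaction 50 min, room temperature, dark · Detection – fluorescence intensity of OMFP turnover product · Evaluation – percent inhibition versus substrate-only and uninhibited controls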
Rpn11 inh – Rpn11 (human) deubiquitinase inhibition; 0.59% of 360,000 active; calls only at 20 µM; O00487; AID 588493; human 26S proteasome, Ub4-pepOG fluorescence polarization; 20S core pre-blocked with epoxomicin;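 active = inhibition at 20 µM, scaled to each plate's controls, above about 33%, limit read from the data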
TbMetRS inhib – blocks T. brucei methionyl-tRNA synthetase activity; AID 624268; 0.4% of 360,000 active; inhibition, % at 11.9 µM; purified T. brucei MetRS, ATP depletion, Kinase-Glo luminescence;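 active = inhibition above a per-plate cutoff of the control wells' mean inhibition plus 3 SD, cut at about 5.5% in these data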;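 note: 0% = DMSO wells median and 100% = median of wells with control inhibitor compound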
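Material: T. brucei methionyl-tRNA synthetase, purified; reagent: substrates ATP, L-methionine and bulk Escherichia coli tRNA; dosing: 11.9 µM single point; timing: 15 min plus 2 h at 25 °C; detection: luminescence of leftover ATP; evaluation: % inhibition; control set: DMSO-only wells as low control; replicates: singlicate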
CSN deneddyl inh – blocks human CSN-mediated cullin deneddylation | inhibition, % at 12.5 µM | 0.38% of 360,000 active | Purified CSN, SCF-Nedd8-OG deneddylation, fluorescence polarization | Q92905 | AID 651999;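 active = pattern-corrected inhibition above about 35%, with an unprinted fluorescence ratio check between 0.5 and 1.5, limit read from the data, passing the limit was not always enough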;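 note: 0% = enzyme with substrate and 100% = substrate without enzyme; some results filed as inactive read as strong as hits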
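Test system: Human Csn5 produced in HEK293T cells | Compound: 12.5 µM single point | Times: 90 min, room temperature | Signal: Fluorescence polarization readout | Read-out basis: % inhibition of substrate cleavage by Csn5 | Controls: no-enzyme wells high, enzyme-with-substrate wells low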
NadD block – blocks S. aureus nicotinate mononucleotide adenylyltransferase; inhibition, % at 20 µM; purified NadD enzyme, colorimetric absorbance read-out; 0.78% of 360,000 active; in the data active = inhibition above about 26%; note: some compounds past the cut are filed as inactive
Scp-1 inhibitor – inhibitors of human Scp-1 phosphatase. inhibition, % at 20 µM. Recombinant Scp1, phosphopeptide, malachite green phosphate absorbance. 0.88% of 340,000 active. AID 493091. Q9GZU7;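 active = inhibition above about 50% at 20 µM, limit read from the data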;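 note: plate controls were DMSO wells with enzyme for no effect and wells lacking enzyme for full effect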
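Times: enzyme reaction 45 min at room temperature, colour 5 min, stabilisation 30 min. Material: SCP-1 catalytic fragment, aa 76-261. Medium: Acidic Tris acetate buffer with magnesium and detergent. Signal: colorimetric free-phosphate detection, absorbance 630 nm. Read-out basis: % inhibition of SCP-1 phosphate liberation. Reagent: Phosphorylated 17-residue peptide substrate.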
PABP1 MLLE inh – inhibitors of microRNA-mediated deadenylation, human PABP1 MLLE binding; GST-MLLE / FITC-PAM2 fluorescence polarization; inhibition, % at 20 µM; 0.36% of 360,000 active; AID 588489; in the data active = inhibition above about 35%, passing the limit was not always enough;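 note: plate controls were DMSO wells with GST-MLLE for no effect and wells lacking GST-MLLE protein for full effect; some results filed as inactive read as strong as hits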
SUMO1-SIM PPI – modulators of human SUMO1-mediated protein-protein interactions. 0.33% of 360,000 active. AID 602429. inhibition, % at 20 µM. SUMO1 binding to a labelled peptide, TR-FRET, 1 h; in the data active = inhibition above about 37%
* marks the source's active call; other numbers are inactive results; i = inactive; . = not tested or not shown; + = active, no number.

Short forms: A = STEP inh; B = DNMT1 block; C = LMPTP inh; D = Rpn11 inh; E = TbMetRS inhib; F = CSN deneddyl inh; G = NadD block; H = Scp-1 inhibitor; I = PABP1 MLLE inh; J = SUMO1-SIM PPI
COc1ccc(CN2CCN(C3CCC3)CC2CCO)cc1C (stereo not drawn)
  A = 0; B = -9; C = -0.7; D = i; E = -0.5; F = -1; G = -2; H = -2; I = -2; J = 2

CCC(NS(=O)(=O)c1ccc(OC)cc1)C(=O)O (stereo not drawn)
  A = -1; B = 1; C = -0.8; D = i; E = 0.2; F = 1; G = 2; H = -2; I = -7; J = 2

NC1=NC(c2ccc(Cl)cc2)n2c(nc3ccccc32)N1 (stereo not drawn)
  A = 0; B = 2; C = 13; D = i; E = 0.8; F = -2; G = -12; H = -5; I = -6; J = 6

CCOc1ccc(-c2c(C(=O)N/N=C(\C)c3ccncc3)nnn2-c2nonc2N)cc1
  A = -2; B = 2; C = -1.6; D = i; E = -0.6; F = -4; G = -3; H = -9; I = -1; J = -4

CCc1noc(C)c1C(=O)OC(C)C(=O)Nc1ccccc1OC (stereo not drawn)
  A = -2; B = 0; C = -0.4; D = i; E = -0.3; F = -1; G = -3; H = -9; I = -12; J = 6

O=C(O)Cc1c(C(=O)O)nnn1-c1cccc(C(F)(F)F)c1
  A = 1; B = 2; C = -0.3; D = i; E = -0.2; F = -2; G = 3; H = -6; I = 14; J = 0

Cc1ccc(CNCC(O)c2ccccc2)s1 (stereo not drawn)
  A = -1; B = 1; C = -1.5; D = i; E = 0.0; F = 0; G = 2; H = -6; I = -11; J = 1

O=C(Nc1cccc2nsnc12)c1ccc(-c2ccc(Br)cc2)o1
  A = 0; B = -26; C = -0.4; D = +; E = -1.2; F = 21; G = 10; H = -9; I = -31; J = 7

CC(c1ccccc1)c1nnc(NC(=O)c2ccc3c(c2)OCO3)s1 (stereo not drawn)
  A = 4; B = 0; C = -0.1; D = i; E = -0.2; F = -2; G = -3; H = -11; I = -13; J = 3

CCC(=O)Oc1ccc(C(=O)Nc2cccc(NC(=O)c3ccco3)c2)cc1
  A = 2; B = 4; C = 0.2; D = i; E = -0.2; F = -3; G = -6; H = -3; I = 3; J = 3

Cc1[nH]c(=S)c(C#N)c2c1CCCC2
  A = -1; B = 3; C = 1.9; D = i; E = -1.4; F = 0; G = 11; H = 28; I = 24; J = 1

CCS(=O)(=O)c1ccc2oc(=O)c(/C=C(\O)c3ccc(Cl)cc3)nc2c1
  A = 1; B = 1; C = 0.8; D = i; E = -0.3; F = 14; G = 2; H = -11; I = 1; J = -10

N=c1c2c(ncn1CCN1CCOCC1)Oc1cc(O)ccc1C2c1ccccc1 (stereo not drawn)
  A = 1; B = 1; C = 1.1; D = i; E = 0.8; F = -12; G = -3; H = -2; I = 31; J = 1

CC1=C(C(=O)N(C(C)C)C(C)C)CC(CC(=O)NC(c2ccccc2)c2ccccc2)C(=O)N1CCCN1CCCC1=O (stereo not drawn)
  A = 1; B = -3; C = -13; D = i; E = -0.5; F = 0; G = 3; H = .; I = -8; J = 6

CC(C)CC(=O)N1CCN(Cc2ccc(C(F)(F)F)cc2)CC1
  A = 1; B = 4; C = -2.1; D = i; E = -0.3; F = 2; G = -2; H = 0; I = 4; J = -4

Cc1ccc(-c2cc(NC=O)c3ncc(-c4cnn(C)c4)n3c2)cc1
  A = -4; B = -15; C = 0.1; D = i; E = -0.1; F = 23; G = -2; H = .; I = -78; J = -19

CN(CCC#N)C(=O)CC(Cc1ccccc1)C1CCOC(C)(C)C1 (stereo not drawn)
  A = -2; B = 0; C = -0.5; D = i; E = -0.5; F = -3; G = 1; H = -2; I = 5; J = -2

N#CCCN(C(=O)COC(=O)c1ccc2c(c1)OCCO2)c1ccccc1
  A = 0; B = 4; C = -1.8; D = i; E = 0.4; F = -4; G = -1; H = -10; I = -16; J = 3

O=C1C=C(NNC(=O)c2ccccc2Br)CCC1
  A = -1; B = -4; C = -0.3; D = i; E = 0.3; F = 3; G = 3; H = -4; I = 11; J = 0

CCCCN(CCCC)CCNC(=O)c1cn(C)c2ccc(S(=O)(=O)N(C)C3CCCCC3)cc2c1=O
  A = -2; B = 1; C = 1.1; D = i; E = 0.5; F = 0; G = -1; H = 2; I = 3; J = 2

C/C(NC(=O)c1ccccc1F)=C1\C(=O)C[C@@H]2[C@H]1C2(C)C
  A = 0; B = -3; C = 0.7; D = i; E = -1.0; F = 2; G = -1; H = 2; I = -14; J = -16

O=[N+]([O-])c1ccc(-c2ccc(/C=N/Nc3nc(N4CCCCC4)nc(N4CCCCC4)n3)o2)cc1
  A = 3; B = 3; C = 4.4; D = +; E = -0.9; F = 10; G = 19; H = -3; I = -68; J = -25

O=C(Nc1ccccc1)ON=C1c2ccccc2-c2ccccc21
  A = 1; B = 2; C = -0.6; D = i; E = -0.6; F = 4; G = -6; H = -14; I = 8; J = -12

CO/N=C/c1ccc(N2CCOCC2)c([N+](=O)[O-])c1
  A = -3; B = 0; C = -0.9; D = i; E = -0.7; F = 3; G = -4; H = -5; I = 7; J = -5

N#CCCN(Cc1cccs1)C(=O)Nc1ccccc1
  A = 2; B = -1; C = -2.0; D = i; E = -0.4; F = -1; G = -9; H = -7; I = -3; J = -3

COc1ccc2[nH]c3c(NCCCN4CCCC4=O)ncnc3c2c1
  A = 19; B = -5; C = 2.9; D = i; E = 0.9; F = 3; G = -4; H = -6; I = -5; J = 6

CC(C)CNC(=O)C1(C)CCCN1C(=O)CCc1cccs1 (stereo not drawn)
  A = 2; B = 7; C = 2.8; D = i; E = -0.5; F = 1; G = 2; H = .; I = -5; J = -4

NS(=O)(=O)c1ccc(CCNC(=O)c2ccc(CS(=O)(=O)c3ccc(Br)cc3)o2)cc1
  A = -2; B = 2; C = 0.1; D = i; E = 0.3; F = -2; G = 1; H = -5; I = 7; J = -1

O=C1CC(c2ccc3c(c2)OCCO3)Oc2ccc([N+](=O)[O-])cc21 (stereo not drawn)
  A = 1; B = 6; C = 8.5; D = i; E = -1.1; F = 3; G = -4; H = -11; I = -12; J = 2

CC(=O)Nc1ccc(NC(=O)Nc2ccccc2)cc1
  A = 0; B = 0; C = -0.3; D = i; E = 2.6; F = 0; G = 0; H = -4; I = -2; J = 0

The list goes on; the last 3 above are carried over.
Short forms: A = STEP inh; B = DNMT1 block; C = LMPTP inh; D = Rpn11 inh; E = TbMetRS inhib; F = CSN deneddyl inh; G = NadD block; H = Scp-1 inhibitor; I = PABP1 MLLE inh; J = SUMO1-SIM PPI
NS(=O)(=O)c1ccc(CCNC(=O)c2ccc(CS(=O)(=O)c3ccc(Br)cc3)o2)cc1
  A = -2; B = 2; C = 0.1; D = i; E = 0.3; F = -2; G = 1; H = -5; I = 7; J = -1

O=C1CC(c2ccc3c(c2)OCCO3)Oc2ccc([N+](=O)[O-])cc21 (stereo not drawn)
  A = 1; B = 6; C = 8.5; D = i; E = -1.1; F = 3; G = -4; H = -11; I = -12; J = 2

CC(=O)Nc1ccc(NC(=O)Nc2ccccc2)cc1
  A = 0; B = 0; C = -0.3; D = i; E = 2.6; F = 0; G = 0; H = -4; I = -2; J = 0

O=C(NCCc1cn[nH]c1)C1CCC(=O)N(CCc2cccc(F)c2)C1 (stereo not drawn)
  A = -1; B = 7; C = -0.8; D = i; E = -0.3; F = 0; G = -5; H = -3; I = -7; J = 2

CCC(C)(C)NC(=O)C(c1ccccn1)N(C(=O)c1csnn1)c1ccc(C)cc1 (stereo not drawn)
  A = 0; B = 6; C = -0.4; D = i; E = -0.3; F = 8; G = -9; H = 4; I = 5; J = 0

C/C(N)=C(/C#N)C(=O)COC(=O)C1=NN(c2ccccc2)C(=O)CC1
  A = -2; B = 0; C = -1.9; D = i; E = -0.7; F = -4; G = -1; H = -4; I = -1; J = 2

CCOC(=O)N1CCN(C(=O)Cn2ncc3c2-c2ccccc2OC3)CC1
  A = 0; B = 1; C = -0.9; D = i; E = -0.8; F = -6; G = 0; H = 8; I = 8; J = 2

COc1ccc(N2C(=O)/C(=C/N(C)C)NC2=S)cc1
  A = 2; B = 1; C = -0.3; D = i; E = 0.3; F = -5; G = 6; H = -7; I = 23; J = -23

Cc1nn(-c2ccccc2)c(Cl)c1C1C(C#N)=C(N)Oc2c1c(C)nn2-c1ccccc1 (stereo not drawn)
  A = 0; B = -13; C = -2.0; D = i; E = -1.2; F = 3; G = 4; H = -5; I = 13; J = 1

Cc1cc(SCn2nnc3ccccc3c2=O)nc2ccccc12
  A = -2; B = 5; C = 0.0; D = i; E = -1.0; F = -8; G = 5; H = 4; I = 13; J = 0

Cc1cccc(C(=O)Nc2nnc(-c3ccncc3)o2)c1
  A = -2; B = 0; C = -1.8; D = i; E = -0.6; F = -3; G = -1; H = -12; I = 0; J = 3

CCOC(=O)N1CCC(NCCNC(=O)c2ccc(F)c(F)c2)CC1
  A = -1; B = 5; C = -1.4; D = i; E = -0.1; F = -1; G = -4; H = -6; I = 8; J = 3

O=C(CN1CCOCC1)Nc1cccc(C(F)(F)F)c1
  A = 0; B = -1; C = -0.5; D = i; E = -0.2; F = 0; G = 1; H = -10; I = -13; J = 1

c1csc(CSc2nnc3sc4ccccc4n23)c1
  A = -1; B = 1; C = 0.7; D = i; E = -1.1; F = -1; G = 3; H = 2; I = -10; J = 3

Cc1cccc(NC(=O)CSc2nnc(NC(=O)c3ccco3)s2)c1
  A = -2; B = -5; C = 0.5; D = i; E = -0.8; F = 5; G = -2; H = -5; I = -3; J = 0

COc1ccc(Nc2nc3ccccc3c(=O)s2)c(OC)c1
  A = -2; B = 2; C = -0.4; D = i; E = -0.3; F = -3; G = 1; H = -7; I = 26; J = -3
